OX1R antag-1 – OX1R (human) antagonism | O43613 | OX1R-expressing cells, FRET antagonist read-out | inhibition, % at 6.6 µM | 1.8% of 330,000 active | AID 485270; in the data active = inhibition mostly above about 38%, no sharp cut-off; inactive = mostly below about 40%;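 note: 0% = agonist challenge alone and 100% = reference antagonist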
Target sequence (O43613 whole entry, looked up): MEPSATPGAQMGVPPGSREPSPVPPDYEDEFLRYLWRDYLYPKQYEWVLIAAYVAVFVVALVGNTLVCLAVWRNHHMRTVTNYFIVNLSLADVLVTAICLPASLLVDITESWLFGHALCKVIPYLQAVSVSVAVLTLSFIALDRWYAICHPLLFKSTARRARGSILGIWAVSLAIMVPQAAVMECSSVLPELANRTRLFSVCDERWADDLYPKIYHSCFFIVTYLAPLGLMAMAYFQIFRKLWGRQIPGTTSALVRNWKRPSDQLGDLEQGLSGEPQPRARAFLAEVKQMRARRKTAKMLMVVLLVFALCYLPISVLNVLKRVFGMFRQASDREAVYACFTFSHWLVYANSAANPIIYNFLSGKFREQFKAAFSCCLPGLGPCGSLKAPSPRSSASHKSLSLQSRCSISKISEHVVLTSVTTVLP
OX1R antag-2 – antagonists of human orexin 1 receptor | AID 434989 | 0.43% of 330,000 active | CHO/OX1R cells, Fluo-8 calcium fluorescence, orexin A | inhibition, % at 5 µM;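 active = inhibition above its plate's threshold, mean inhibition of all tested compounds on the plate plus 3 SD, cut at about 37% in these data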;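 note: 0% = orexin A challenge wells and 100% = SB-334867-A antagonist wells; not every result past the cut was called active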
* marks the source's active call; other numbers are inactive results. Outcome played no part in choosing rows, and some 2% of all compounds hit somewhere here.

no. | OX1R antag-2 | OX1R antag-1 | compound
1 | -11 | 10 | O=C(O)c1ccc(NS(=O)(=O)/C=C/c2ccccc2)cc1O
2 | -12 | 15 | CCCCC1OC2(C)OC(=N)C1(C#N)C(C#N)(C#N)C2c1ccccc1 (configuration not stated)
3 | -3 | 13 | CCCCc1ccc(NC(=O)COCC)cc1
4 | -1 | 6 | CC1CCCCN1Cc1ccc(N)cc1 (configuration not stated)
5 | -25 | 6 | O=C(NC1CC2CCCC(C1)N2C(=O)Nc1ccccc1F)C1CC1 (configuration not stated)
6 | -12 | 40 | CCc1ccc(NC(=O)CCC(=O)Nc2nnc(C(F)(F)F)s2)cc1
7 | -34 | 18 | CN(O)/C=C/C(=O)c1ccc(Br)cc1
8 | -20 | 7 | NC(=O)NC(=O)CSc1nnc(-c2ccc(Cl)cc2)n1CC1CCCO1 (configuration not stated)
9 | -7 | 7 | CC(=O)N1CCN(C(=O)c2ccc(Cl)c(S(=O)(=O)N3CCc4ccccc43)c2)CC1
10 | -31 | 9 | O=C1/C(=C/c2ccccc2Cl)SC(=S)N1CCCC(=O)N(CCO)c1ccccc1
11 | -8 | 20 | COc1ccccc1C(=O)N/N=C(\C)CC(=O)Nc1ccc2c(c1)OCCO2
12 | -21 | 14 | CC(C)C(=O)Nc1ccc(C(=O)N2CCCCCC2)cc1
13 | -8 | -5 | COc1ccc(CCC(C)Nc2ccccc2F)cc1 (configuration not stated)
14 | -9 | 8 | CC(C)(C)c1ccc(O)c(/C=N\O)c1
15 | -15 | 40 | COc1ccc(N(CN2C(=O)c3ccccc3C2=O)C(=O)COc2ccc(Cl)cc2Cl)cc1
16 | -24 | 13 | Cc1cc2nc(-c3ccc(SCC(=O)N4CCOCC4)nc3)[nH]c2cc1C
17 | -25 | 5 | COc1cc(C(CC(=O)Nc2ncccc2C)N2Cc3ccccc3C2=O)cc(OC)c1OC (configuration not stated)
18 | -15 | -5 | Cc1ccc(S(=O)(=O)N2CCOCC2)cc1NC(=O)COC(=O)c1cncc(Br)c1
19 | -35 | 22 | CCOc1ccccc1N1CCN(C(=O)c2cc3c(s2)CCC3)CC1
20 | -18 | 18 | CCc1ccccc1Nc1nc2ccccc2n1C(C)C
21 | 5 | 13 | CC(=O)NNc1cccc(Cl)n1
22 | 1 | -6 | CNS(=O)(=O)c1cn(CC(=O)NCc2ccc(F)cc2)cc1S(=O)(=O)NC
23 | -19 | 19 | O=S(=O)(NCc1cccnc1)c1ccc(Cl)c(Cl)c1Cl
24 | -14 | 12 | CCN1CCN(Cc2c(C)[nH]c3ccc(C(=O)OC)cc3c2=O)CC1
25 | -2 | 8 | CCN1CCN(S(=O)(=O)c2ccc(Cl)c(C(=O)NC3CCCCC3)c2)CC1
26 | 1 | 28 | O=C(c1ccccc1)c1cc(F)c(N2CCOCC2)cc1Cl
27 | -23 | 22 | C=CCOc1ccc(Cl)cc1CNC1CCCC1
28 | -21 | 3 | COc1cccc(Cn2c(=O)sc3ccccc3c2=O)c1
29 | -13 | 1 | Cc1nnc(NC(=O)C23CC4CC(C)(CC(C)(C4)C2)C3)s1
30 | 3 | -4 | Nn1c(SCC(=O)N2CCCCCC2)nnc1-c1ccco1
31 | -4 | 20 | CCOC(=O)Cc1csc(NC(=O)/C=C/c2ccccc2Cl)n1
32 | -18 | 28 | Cc1cc(NC(=O)c2c(F)cccc2Cl)n(-c2nc3ccccc3[nH]2)n1
33 | -14 | 7 | CCCCCC(=O)N1CC2(C)CN(C(=O)CCCCC)CC(C)(C1)C2=O
34 | -9 | 8 | CC(=O)Nc1ccc(S(=O)(=O)Nc2ccc3c(c2)CCC3)cc1
35 | -17 | 13 | CC12c3ccccc3C(c3ccccc31)C1C(=O)N(Cc3cccnc3)C(=O)[C@H]12 (some centres not stated)
36 | -12 | 20 | CCOc1ccc(C2NC(=O)c3ccccc3O2)cc1OC (configuration not stated)
37 | -23 | -13 | CC(=O)c1c(C)[nH]c(C(=O)OCC(=O)Nc2cccc(S(=O)(=O)N(C)C)c2)c1C
38 | -8 | 11 | CNC(=S)N/N=C/c1cn(Cc2ccc(F)cc2)c2ccccc12
39 | -20 | 62 | CCCCN(C)C(=O)c1ccc2c(c1)S(=O)(=O)c1ccccc1C2=O
40 | 0 | 9 | Cc1cc(C)c(S(=O)(=O)c2ccc(Cl)cc2)c(Cl)n1
41 | 31 | 19 | COc1cc(OC)cc(-c2c(C#Cc3ccsc3)c3cc(-c4cccc5[nH]cc(C=O)c45)ccc3n2C)c1
42 | -15 | 13 | COc1ccc(NC(=O)CN(C)CC(=O)Nc2ccc(Cl)c(S(=O)(=O)N(C)C)c2)cc1
43 | -7 | 5 | COc1ccc(CNC(=O)C2CC(c3ccc(C(F)(F)F)cc3)=NO2)cc1 (configuration not stated)
44 | 4 | 0 | CCOc1ccc(N2CC(C(=O)NC(C)C)CC2=O)cc1 (configuration not stated)
45 | -20 | 8 | COc1ccccc1C/C(N)=N/OC(=O)c1ccco1
46 | -30 | 23 | CCCn1cc(S(=O)(=O)c2ccc(C)cc2)c(=O)c2cc(OC)c(OC)cc21
47 | -7 | 17 | N/C(=N\OC(=O)c1ccc(Cl)cc1Cl)c1cccnc1
48 | -24 | 13 | Cc1c(OC(C)C(=O)NCCN2CCOCC2)ccc2c3c(c(=O)oc12)CCC3 (configuration not stated)
49 | -6 | 11 | CCc1nc2nc(C)c(NS(=O)(=O)c3ccc(CC(C)C)cc3)c(=O)n2[nH]1
50 | -7 | 15 | CCSCc1nnc(SCC(=O)Nc2ccc(F)cc2)n1CC
51 | -7 | 4 | COc1ccc(CCNC(=O)CSc2nnc(CNC(=O)c3cccs3)o2)cc1OC
52 | -16 | 33 | O=C(c1ccco1)N1CCN(C(=O)C2CC(c3ccc(Cl)cc3)=NO2)CC1 (configuration not stated)
53 | 1 | 13 | O=C(COC(=O)CNS(=O)(=O)c1cccc(Br)c1)Nc1ccccc1Sc1ccccc1
54 | -25 | -5 | Cc1ccc(NC(=O)c2cc(NC(=O)/C=C\C(=O)O)ccc2N2CCCCC2)cc1
55 | -15 | 13 | OCCC1CN(Cc2cccc3nccnc23)CCN1Cc1ccc(F)cc1 (configuration not stated)
56 | -31 | 24 | COc1ccccc1C(=O)Nc1ccnn1C1CCN(CCC(C)c2ccc(C)o2)CC1 (configuration not stated)
57 | -5 | 5 | CCS(=O)(=O)NCCc1cc2ccc(C)cc2[nH]c1=O
58 | -2 | 13 | O=C(Cn1cc2c(n1)CCCCC2)NCCCN1CCOCC1
59 | 2 | 7 | C/C(=N/Oc1nc(C)cc(C)n1)c1ccccc1
60 | -24 | 9 | Cc1ccc(NC(=O)CN2C(=O)NC(C)(CC(C)C)C2=O)c(Br)c1 (configuration not stated)

By substructure, the entries above containing fluorine (10)
no. | OX1R antag-2 | OX1R antag-1 | compound
5 | -25 | 6 | O=C(NC1CC2CCCC(C1)N2C(=O)Nc1ccccc1F)C1CC1 (configuration not stated)
6 | -12 | 40 | CCc1ccc(NC(=O)CCC(=O)Nc2nnc(C(F)(F)F)s2)cc1
13 | -8 | -5 | COc1ccc(CCC(C)Nc2ccccc2F)cc1 (configuration not stated)
22 | 1 | -6 | CNS(=O)(=O)c1cn(CC(=O)NCc2ccc(F)cc2)cc1S(=O)(=O)NC
26 | 1 | 28 | O=C(c1ccccc1)c1cc(F)c(N2CCOCC2)cc1Cl
32 | -18 | 28 | Cc1cc(NC(=O)c2c(F)cccc2Cl)n(-c2nc3ccccc3[nH]2)n1
38 | -8 | 11 | CNC(=S)N/N=C/c1cn(Cc2ccc(F)cc2)c2ccccc12
43 | -7 | 5 | COc1ccc(CNC(=O)C2CC(c3ccc(C(F)(F)F)cc3)=NO2)cc1 (configuration not stated)
50 | -7 | 15 | CCSCc1nnc(SCC(=O)Nc2ccc(F)cc2)n1CC
55 | -15 | 13 | OCCC1CN(Cc2cccc3nccnc23)CCN1Cc1ccc(F)cc1 (configuration not stated)

Returning to the listing with the five entries that preceded the break.
no. | OX1R antag-2 | OX1R antag-1 | compound
56 | -31 | 24 | COc1ccccc1C(=O)Nc1ccnn1C1CCN(CCC(C)c2ccc(C)o2)CC1 (configuration not stated)
57 | -5 | 5 | CCS(=O)(=O)NCCc1cc2ccc(C)cc2[nH]c1=O
58 | -2 | 13 | O=C(Cn1cc2c(n1)CCCCC2)NCCCN1CCOCC1
59 | 2 | 7 | C/C(=N/Oc1nc(C)cc(C)n1)c1ccccc1
60 | -24 | 9 | Cc1ccc(NC(=O)CN2C(=O)NC(C)(CC(C)C)C2=O)c(Br)c1 (configuration not stated)
61 | -37 | 10 | CCN1CCCC1CNC(=O)c1cn(CC)c2ccc(S(=O)(=O)N3CCCCCC3)cc2c1=O (configuration not stated)
62 | -25 | 11 | Brc1ccc(-c2nn3c(-c4ccco4)nnc3s2)o1
63 | -13 | 15 | Cc1nc(-c2cccc(NC(=O)c3ccc(-n4nccc4C)cc3)c2)cs1
64 | -31 | 55 | Cc1ccc(CCN=c2c([N+](=O)[O-])nn(-c3ccccc3)n2O)cc1
65 | -11 | 22 | COc1ccc(CCNC(=O)C2CCCN2C(=O)Nc2cccc(C(C)=O)c2)cc1OC (configuration not stated)
66 | -10 | -5 | Cc1ccc(NC(=S)Nc2ccc(F)cc2)cc1C
67 | -6 | 12 | Cn1ccc(CC(=O)N2CCC(N3CCC(C(=O)N4CCCC4)CC3)CC2)c1
68 | -18 | 11 | Nc1c(Cl)c(Cl)nc(C(=O)OCC(=O)N2CCCC2=O)c1Cl
69 | 2 | 10 | O=C(Cn1nnc(-c2ccc3c(c2)OCO3)n1)N1CCOCC1
70 | -7 | 38 | COc1cc(C(C[N+](=O)[O-])c2c(C)cc3ccccn23)ccc1O (configuration not stated)
71 | -9 | 10 | Cc1ccc(N=C2N=C(N)c3ccccc32)cc1C
72 | -17 | 18 | Cc1nn(Cc2ccccc2)c(Cl)c1C(=O)NCCc1ccccc1
73 | -31 | -7 | CCCC(=O)Nc1ccccc1NC(=O)c1ccc2c(c1)OCO2
74 | -6 | 18 | O=C(Cn1nnc(-c2ccc3c(c2)OCO3)n1)Nc1ccccc1C(=O)O
75 | -8 | 18 | Cc1ccc(OCC(=O)Nc2ccc([N+](=O)[O-])cn2)cc1C
76 | -15 | 18 | Cc1ccc(S(=O)(=O)Nc2ccccc2CNc2cccc(C)n2)cc1
77 | 8 | 15 | Fc1cccc(F)c1-n1c(CN2CCOCC2)csc1=S
78 | -43 | 15 | CCCCN(C(=O)CCC(=O)Nc1cc(C)on1)C(C(=O)NC1CCCC1)c1ccc(OCC)cc1 (configuration not stated)
79 | -15 | 31 | Cc1ccnc(NC(=O)C2CCN(S(=O)(=O)c3cccc(C(F)(F)F)c3)CC2)c1
80 | -17 | -2 | CCc1ccc(NC(=O)COC(=O)c2nc3nc(C)cc(C)n3n2)cc1
81 | -23 | 13 | C=CCn1c(SCC(=O)NC)nnc1C12CC3CC(CC(C3)C1)C2
82 | 4 | 21 | CCOc1ccc(NC(=S)N2CCCCCC2)cc1
83 | -28 | 3 | CCOC(=O)C1(CC2CC2)CCN(C(=O)c2cc(OC)nc3ccccc23)CC1
84 | -25 | 12 | Cc1nc(SCC(=O)NCc2ccccc2)c2c(=O)n(C)c(=O)n(C)c2n1
85 | -36 | 17 | O=C(COC(=O)/C=C/c1cccs1)Nc1cccc(S(=O)(=O)N2CCCC2)c1
86 | -44 | 29 | CCCCCOC(=O)C1=C(C)NC(=O)NC1c1ccccc1OCC (configuration not stated)
87 | -8 | 5 | O=C(O)/C=C\C(=O)NC1CCCCC1
88 | 21 | 33* | Cc1cc(Cl)ccc1OCC(=O)NNC(=O)C1CCN(c2ncnc3sc(C)c(C)c23)CC1
89 | -33 | 20 | CCOC(=O)c1sc(Nc2nc3ccc(OC)cc3s2)cc1C
90 | -3 | 19 | Cn1c(SCC(=O)NC2CC2)nnc1-c1ccccc1
91 | -21 | 21 | COc1ccccc1N(C)S(=O)(=O)c1ccc(C(=O)NCCc2ccc(F)cc2)cc1
92 | -46 | 7 | N#Cc1cc(-c2ccccc2)nc(N2CCNCC2)n1
93 | -15 | 11 | O=C(C1CCN(S(=O)(=O)c2ccc(F)cc2)CC1)N1CCCC(C(F)(F)F)C1 (configuration not stated)
94 | -34 | 17 | CCOC(=O)C1=C(C)N(C)C(C)=C(C(=O)OCC)C1c1ccncc1
95 | -14 | 5 | COC(=O)C1=C(C)N(c2ccccc2)/C(=C/c2cccs2)C1=O
96 | -13 | 19 | COc1ccc(-c2noc(CCC(=O)NC3CCCCC3)n2)cc1
97 | -18 | 7 | CCCN(CC1COc2ccccc2O1)C(=S)Nc1ccc(C)cc1 (configuration not stated)

Screens from PubChem.
